# GlmU inhibition: inhibition of mycobacterial GlmU enzyme – biochemical, glucosamine-1-phosphate acetyltransferase (AID 1376); M. tuberculosis GlmU acetyltransferase enzyme assay; higher % means a stronger effect; 220,000 tested, 0.25% active; inhibition, %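 (tested at 30 µM in the primary screen)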; hits with a dose series show IC50 in µM; in the data active = inhibition above about 13%; inconclusive = no clear call, values can overlap the other calls;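 also: 0% = complete reaction with vehicle and 100% = reaction without substrate; strong numbers were not always called active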
# Mtb RmlCD inh: blocks M. tuberculosis RmlC and RmlD coupled enzymes. RmlC+RmlD coupled enzyme assay, percent inhibition; primary screen in compound mixtures. AID 1533. 160,000 tested, 0.03% active. inhibition, % at 3.6 µM; in the data active = inhibition mostly above about 34%, no sharp cut-off; inconclusive = no clear call, values can overlap the other calls; inactive = mostly below about 22%; also: some results filed as inactive read as strong as hits
# Target sequence (P9WH09 whole entry, looked up): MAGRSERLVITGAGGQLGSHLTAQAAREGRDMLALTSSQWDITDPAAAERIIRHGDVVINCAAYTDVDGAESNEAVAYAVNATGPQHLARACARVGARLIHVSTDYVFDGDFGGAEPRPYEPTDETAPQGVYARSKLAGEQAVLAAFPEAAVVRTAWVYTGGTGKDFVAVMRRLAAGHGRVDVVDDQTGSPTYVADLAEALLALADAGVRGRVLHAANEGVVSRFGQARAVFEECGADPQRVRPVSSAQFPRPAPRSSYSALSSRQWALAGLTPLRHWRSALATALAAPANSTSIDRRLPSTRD
# Target sequence (P9WH11 whole entry, looked up): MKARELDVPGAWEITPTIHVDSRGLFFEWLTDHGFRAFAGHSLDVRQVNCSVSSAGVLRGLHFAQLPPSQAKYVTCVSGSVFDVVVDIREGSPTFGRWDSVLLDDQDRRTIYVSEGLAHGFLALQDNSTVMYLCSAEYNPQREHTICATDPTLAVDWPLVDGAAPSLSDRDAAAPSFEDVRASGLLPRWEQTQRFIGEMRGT
# * hit, by the source's call; ? = inconclusive; . = no result given.
# Below each SMILES: GlmU inhibition, Mtb RmlCD inh
OCCN1CCN(CC(O)COc2ccc(Cl)cc2)CC1 (stereo unspecified)
  0.1%, .
CCC(c1nnnn1C(C)(C)CC)N(CCCO)Cc1cc2cccc(C)c2[nH]c1=O (stereo unspecified)
  1.3%, .
CC(=O)Nc1ccc(/C=C/c2ccc3cccc([N+](=O)[O-])c3n2)cc1
  4.1%, -12.6
CCOC(=O)C1=C(O)CSC1=Nc1cccc2ccccc12
  -2.3%, 2.2
O=C(CO/N=C/c1ccc(Cl)cc1Cl)NNC(=O)c1cccc(Cl)c1
  6.2%, 7.6
O=C(CSc1nc2ccccc2c(=O)n1CCCO)NCc1ccccc1
  0.2%, -2.7
CC1Oc2ccccc2C=C1/C=N/NC(=O)c1ccccc1O (stereo unspecified)
  -7.6%, 28.1
CCOc1ccc(C2C(C(=O)c3ccco3)=C(O)C(=O)N2Cc2cccnc2)cc1OC (stereo unspecified)
  -1.8%, -4.8
COc1cccc(NC(=O)CCNC(=O)c2ccccc2Cl)c1
  -2.8%, 25.8
Cc1ccc(S(=O)(=O)Nc2ccc(NC(=O)c3ccc(F)cc3)cc2)cc1
  -0.7%, -4.7
CC(C)Cn1c2c(c(O)c(C(=O)Nn3c(Cc4ccccc4)nc4ccccc4c3=O)c1=O)CCCC2
  1.8%, .
CCN(CC)S(=O)(=O)c1ccc(O)c(C(=O)OCC(=O)N2c3ccccc3CC2C)c1 (stereo unspecified)
  -2.9%, -6.0
C=CCNC(=O)COC(=O)c1ccc(Cl)c(S(=O)(=O)N(Cc2ccccc2)c2ccccc2)c1
  -2.3%, -8.6
COc1cc2c(cc1OC)CN(C(=O)CSc1nnc(C)s1)CC2
  0.1%, .
O=C(O)CCCc1c(-[n+]2ccccc2)[nH]c2ccccc12
  -4.5%, 7.6
O=C(CSc1nncs1)NC(=O)NCc1ccccc1
  3.3%, 0.8
CCC1CCCCN1Cc1ccc(OC)c(OC)c1 (stereo unspecified)
  4.4%, .
CC1(C)Cc2ccccc2C2CC(O)C(=O)N21 (stereo unspecified)
  -7.9%, .
CCN(C(=O)CSc1ccc2ccccc2n1)C1CCS(=O)(=O)C1 (stereo unspecified)
  8.3%, -8.0
COc1cc(C(C)=O)ccc1OCC(=O)c1cc(C)n(C2CC2)c1C
  5.3%, .
O=C(O/N=C1\C(=O)N(c2ccccc2)c2ccccc21)C1CC1
  -2.4%, 2.4
c1ccc(-n2c(-c3ccncc3)nnc2-c2ccco2)cc1
  1.7%, ?
COc1ccc(/C(O)=C2/C(=O)C(=O)N(CCN3CCOCC3)C2c2cccnc2)cc1OC (stereo unspecified)
  2.0%, 9.2
c1ccc(Oc2cccc(OCCCCSc3ncccn3)c2)cc1
  -3.7%, 0.4
COCC(=O)Nc1nnc(COc2ccc(Cl)cc2)s1
  3.1%, .
CCOC(=O)c1cnn(-c2nc(-c3cccc(F)c3)cs2)c1C(F)(F)F
  -1.0%, 0.6
O=C(CCNC(=O)c1ccccc1Cl)OCC(=O)c1ccccc1
  8.7%, -6.2
O=C(NC1CCCCC1)N1CCN(Cc2nc3ccccc3c(=O)[nH]2)CC1
  -3.2%, .
CCOc1ccc(N2C(=O)CC(SCCN)C2=O)cc1 (stereo unspecified)
  -2.3%, .
O=C(NC1CCCC1)C(c1ccccc1)N(Cc1ccco1)C(=O)Cc1cccs1 (stereo unspecified)
  -3.2%, .

# The listing continues:
# Below each SMILES: GlmU inhibition, Mtb RmlCD inh
N#C/C(=C\c1c(N2CCCCCC2)nc2ccccn2c1=O)C(=O)NCc1ccco1
  2.9%, -13.1
O=C(N/N=C/c1cccc(OCC(=O)N2CCCC2)c1)C(=O)Nc1ccccc1F
  3.7%, 6.4
CCN(C(=O)CN1CCN(c2cccc(C(F)(F)F)c2)CC1)c1c(N)n(Cc2ccccc2)c(=O)[nH]c1=O
  -2.5%, -6.5
CCc1nn(CC(=O)NCCCN(CC)CC)c(=O)c2cc3sc(C)cc3n12
  -3.9%, 0.7
COC(=O)CCCNc1ncccc1[N+](=O)[O-]
  0.7%, 0.5
CCn1c(SCC(=O)Nc2ncc(C(F)(F)F)cc2Cl)nnc1-c1ccccc1
  1.7%, -7.8
O=C(c1cccc(S(=O)(=O)N2CCOCC2)c1)N(CCO)Cc1ccccc1
  6.2%, .
Cn1c(SC2C(=O)CC(C)(C)CC2=O)nnc1-c1ccco1
  -4.6%, 9.3
COc1ccc(S(=O)(=O)NCCSCc2ccco2)cc1
  6.7%, 4.8
Cc1ccccc1NS(=O)(=O)c1ccc(C(=O)OCC(=O)NCC(C)C)cc1
  -3.4%, -10.7
Cc1ccc(/C=N/NC(=O)CNC(=O)COc2ccc(Cl)cc2)o1
  0.4%, 4.3
O=C(Cc1csc(-c2ccccc2)n1)NCc1ccc(F)cc1
  -0.8%, 29.6
Cc1ccc(-n2nnnc2SCc2nnc(-c3ccccc3Br)o2)cc1
  8.0%, .
Cc1nnc(SCc2ccc(C(=O)O)cc2)s1
  -4.7%, -5.3
O=C(CCN1C(=O)c2ccccc2C1=O)Nc1nc2ccccc2s1
  -0.1%, -13.0
CCC(=O)N1CCc2cc(S(=O)(=O)NC(C(=O)NC(C)c3ccccc3)C(C)C)ccc21 (stereo unspecified)
  -3.4%, -0.1
Cn1ccnc1Sc1nc2c(c(=O)n(C)c(=O)n2C)n1C
  -4.0%, .
COc1cc(C(c2sc3nc(C)nn3c2O)N2CC(C)CC(C)C2)cc(OC)c1OC (stereo unspecified)
  -3.6%, 5.8
Cc1cccc(Oc2nc(-c3cccc([N+](=O)[O-])c3)nc3ccccc23)c1C
  1.2%, 3.0
CN(C(=O)c1cccc(Nc2ccc(-c3ccc4c(c3)OCCO4)nn2)c1)C1CCCCC1
  -1.5%, .
CSc1nc2n(n1)C(c1cccs1)C1=C(CCCC1=O)N2 (stereo unspecified)
  1.4%, .
CCCCCc1c(C)nc(NCc2ccccc2)[nH]c1=O
  -1.1%, 4.1
CCCc1nnc(NC(=O)c2c(O)c3cccc4c3n(c2=O)CCC4)s1
  -4.5%, .
COc1ccc(NS(=O)(=O)c2cnc[nH]2)cc1
  5.1%, 11.3
Fc1ccc(CN2CCN(c3ccc(Cl)cc3)CC2)cc1
  4.9%, -1.8
O=C(CCNc1ccc(F)cc1)c1cccc([N+](=O)[O-])c1
  -1.2%, 8.4
Cc1ccc(S(=O)(=O)Nc2nc(C)c(NC(=O)Nc3ccc(Cl)cc3Cl)s2)cc1
  0.2%, 28.1
O=C(CSc1ncnc2c1nnn2-c1ccc(F)cc1)NCC1CCCO1 (stereo unspecified)
  0.6%, .
COC(=O)CNC(=O)c1cc(OC)cc(OC)c1
  1.0%, 6.0
CCc1cc(C(c2ccncc2)N2CCN(C)CC2)c(NC(=O)c2ccccc2)s1 (stereo unspecified)
  -4.2%, .

# The closing six compounds of the section above open the next one:
# Below each SMILES: GlmU inhibition, Mtb RmlCD inh
Fc1ccc(CN2CCN(c3ccc(Cl)cc3)CC2)cc1
  4.9%, -1.8
O=C(CCNc1ccc(F)cc1)c1cccc([N+](=O)[O-])c1
  -1.2%, 8.4
Cc1ccc(S(=O)(=O)Nc2nc(C)c(NC(=O)Nc3ccc(Cl)cc3Cl)s2)cc1
  0.2%, 28.1
O=C(CSc1ncnc2c1nnn2-c1ccc(F)cc1)NCC1CCCO1 (stereo unspecified)
  0.6%, .
COC(=O)CNC(=O)c1cc(OC)cc(OC)c1
  1.0%, 6.0
CCc1cc(C(c2ccncc2)N2CCN(C)CC2)c(NC(=O)c2ccccc2)s1 (stereo unspecified)
  -4.2%, .
COc1ccccc1CNC(=O)CSc1nc(N)c(C#N)c(-c2cccs2)c1C#N
  -1.2%, .
CCCc1cc(N2CCCC(C(=O)NCc3ccc4c(c3)OCO4)C2)n2ncnc2n1 (stereo unspecified)
  -0.4%, 1.6
Cc1cccc(CC(=O)OCn2nnc3ccccc3c2=O)c1
  4.3%, 4.7
CCCCNS(=O)(=O)c1ccc2nc(SCC(=O)c3ccc(C#N)cc3)[nH]c2c1
  3.2%, 4.6
Cc1cc(C(C)(C)C)ccc1OCCN(C)C
  1.1%, .
COc1cc(/C=C/C(=O)O)cc(S(=O)(=O)NCCCO)c1OC
  ., 9.7
COC(=O)c1sc(NC(=O)c2cccc([N+](=O)[O-])c2)c(C(N)=O)c1C
  -3.0%, 0.2
COC(=O)Nc1ccc(S(=O)(=O)N2CCCC(C(=O)N3CCCCC3)C2)cc1 (stereo unspecified)
  4.8%, -2.6
CCCN=Cc1ccc(O)cc1
  2.0%, 1.0
CCCCOc1ccc(CC2CCC(=O)NC2=O)cc1 (stereo unspecified)
  6.0%, -13.5
O=C1NC(NS(=O)(=O)c2ccccc2)(C(F)(F)F)C(=O)N1Cc1cccnc1 (stereo unspecified)
  -0.6%, -1.8
NC(=O)[C@H](Cc1cc2ccccc2s1)NC(=O)[C@@H]1CC2(CC(c3cccc(NC(=O)[C@@H]4CCC(=O)N4)c3)=NO2)CN1C(=O)/C=C/c1c(F)cccc1Cl (stereo partly specified)
  0.1%, -4.1
O=C1NC(=O)C(CCc2ccncc2)(Cc2ccc3c(c2)OCO3)C(=O)N1CCc1ccccc1 (stereo unspecified)
  -1.1%, .
Cc1cccc(C)c1NC(=S)N1CC(C)OC(C)C1 (stereo unspecified)
  -3.0%, 14.3
CCOCCCNS(=O)(=O)c1ccc(NC(=O)N2c3ccccc3Sc3ccccc32)cc1
  -2.4%, .
c1csc(C(c2nnnn2C2CCCCC2)N2CCN(c3nc4ccccc4s3)CC2)c1 (stereo unspecified)
  -0.3%, .
COc1ccc2nc(NC(=O)CN(C)S(=O)(=O)c3cccs3)sc2c1
  -6.8%, .
O=C(NCc1ccc(C(F)(F)F)cc1)C1CC(c2cccc(F)c2)=NO1 (stereo unspecified)
  2.3%, 2.8
COc1ccc(CNC(=O)CCS(=O)(=O)Cc2cccc(Cl)c2)c(OC)c1
  -5.0%, 8.4
N#Cc1c(SCc2ccccc2)sc(C(=O)c2ccccc2)c1N
  4.5%, -3.5
Cc1ccc(C)c(SCc2noc(C(=O)NCC3CCCO3)c2C(=O)O)c1 (stereo unspecified)
  -2.7%, .
COc1ccc(CNC(=O)C(c2ccco2)N(Cc2ccccc2)C(=O)Cc2cccs2)cc1 (stereo unspecified)
  6.8%, .
O=C1CC(c2ccco2)CC(O)=C1C=Nc1cc(Cl)ccc1O (stereo unspecified)
  0.2%, .
COC(=O)C1=C(C)N(C(C)c2ccccc2)C(=O)/C1=C\c1ccco1 (stereo unspecified)
  -2.0%, -7.8
O=C(NC1CC1)c1ccc(CS(=O)(=O)c2c(Cl)cccc2Cl)o1
  0.6%, 4.1
CCCCOC(=O)C1=C(C)Nc2ncnn2C1c1cccc(OC)c1 (stereo unspecified)
  0.8%, -12.1
O=C(Nc1ccc(-n2cnnn2)cc1)C1CCC1
  7.2%, .
COc1ccc(C(=O)OCC(=O)NCc2ccc3c(c2)OCO3)cc1[N+](=O)[O-]
  -5.8%, 22.3
CCOc1cc(CNc2ncc(-c3ccc(OC)cc3)n2C)ccc1O
  5.3%, .
Cc1ccc(SCCC(=O)N(C)C)cc1
  1.4%, -6.3

# More compounds follow:
# Below each SMILES: GlmU inhibition, Mtb RmlCD inh
O=C1N=C(O)CN1/N=C/c1ccc(-c2ccc([N+](=O)[O-])cc2)o1
  1.9%, .
Cc1cc(NC(c2ccc(Cl)cc2)c2ccc3cccnc3c2O)no1 (stereo unspecified)
  -3.0%, 75.6
Cc1cc(C)n2nc(S(=O)(=O)NC3CCCCC3)nc2n1
  3.8%, .
O=C(c1cc(S(=O)(=O)N2CCCCC2)ccc1F)N1CCCCC1
  -0.7%, 29.9
Cc1ccc(C(=O)/C=C2\NCCNC2=O)cc1
  -1.9%, .
COC(=O)C(C(=O)OC)=C(/C=C/N(C)C)N(C)C
  -0.5%, .
COc1ccc(NC(=O)c2nnn(Cc3ccc(SC)cc3)c2N)c(OC)c1
  -1.8%, 9.8
Clc1ccccc1Sc1ccc(-c2ccccn2)s1
  4.3%, 5.8
CCN1C(=O)CC(NCc2ccc(S(N)(=O)=O)cc2)C1=O (stereo unspecified)
  2.2%, .
CCCCc1nnc(NC(=O)CS(=O)(=O)Cc2ccccc2)s1
  0.7%, 5.6
CC(Oc1ccc(C(C)(C)C)cc1)c1ccnc2nc(/N=C/N(C)C)nn12 (stereo unspecified)
  -2.6%, -7.5
CC(C)C(c1nnnn1Cc1ccco1)N1CCC(C(N)=O)CC1 (stereo unspecified)
  0.4%, 0.5
COc1ccc(-c2csc(N(CCc3ccc(OC)c(OC)c3)C(=O)COc3ccccc3)n2)cc1
  3.7%, -3.5
O=C(NCc1ccc2c(c1)OCO2)c1cccc(F)c1
  -3.7%, 10.5
CC(=O)c1cccc(CN2CCN(Cc3ccc(F)cc3)C(CCO)C2)c1 (stereo unspecified)
  10.4%, -10.1
COc1cc(N)c(Cl)cc1C(=O)NC1CN2CCC1CC2 (stereo unspecified)
  8.1%, -7.4
COc1ccccc1CC(=O)Nc1ccc(O)cc1C(=O)O
  -2.1%, .
NS(=O)(=O)c1ccc(CNC(=O)c2ccccn2)cc1
  5.7%, -3.0
N=c1n(CCN2CCCCC2)c2ccccc2n1CC(=O)c1ccc(Cl)c(Cl)c1
  -1.7%, 2.4
O=C(CSc1ccccc1C(=O)O)NC1CCCCCCC1
  -0.4%, .
CCOc1nc(NC(C)C)nc(NC(C)C)n1
  0.5%, -11.1
COC(=O)COc1ccc2c(=O)c(Oc3ccccc3)c(C)oc2c1
  -2.9%, .
O=C(Nc1cc(S(=O)(=O)N2CCOCC2)ccc1N1CCCC1)C1COc2ccccc2O1 (stereo unspecified)
  0.8%, .

# Not all compounds are listed; count on the stated rates, not on these rows.
